Screening data: PubChem, several laboratories
NR1D1 modulator: modulates human Rev-erb alpha binding to DNA; P20393; Rev-erbα–FITC-DNA binding, fluorescence polarization, 90 min; activity, % at 10 µM; hit rate 0.79% among 370,000; AID 1259318;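 active = activity above about 14%, limit read from the data; passing the limit was not always enough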;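 note: 0% = DMSO wells with 35 nM protein and 100% = DMSO wells with 750 nM protein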
Target sequence (P20393 whole entry, looked up): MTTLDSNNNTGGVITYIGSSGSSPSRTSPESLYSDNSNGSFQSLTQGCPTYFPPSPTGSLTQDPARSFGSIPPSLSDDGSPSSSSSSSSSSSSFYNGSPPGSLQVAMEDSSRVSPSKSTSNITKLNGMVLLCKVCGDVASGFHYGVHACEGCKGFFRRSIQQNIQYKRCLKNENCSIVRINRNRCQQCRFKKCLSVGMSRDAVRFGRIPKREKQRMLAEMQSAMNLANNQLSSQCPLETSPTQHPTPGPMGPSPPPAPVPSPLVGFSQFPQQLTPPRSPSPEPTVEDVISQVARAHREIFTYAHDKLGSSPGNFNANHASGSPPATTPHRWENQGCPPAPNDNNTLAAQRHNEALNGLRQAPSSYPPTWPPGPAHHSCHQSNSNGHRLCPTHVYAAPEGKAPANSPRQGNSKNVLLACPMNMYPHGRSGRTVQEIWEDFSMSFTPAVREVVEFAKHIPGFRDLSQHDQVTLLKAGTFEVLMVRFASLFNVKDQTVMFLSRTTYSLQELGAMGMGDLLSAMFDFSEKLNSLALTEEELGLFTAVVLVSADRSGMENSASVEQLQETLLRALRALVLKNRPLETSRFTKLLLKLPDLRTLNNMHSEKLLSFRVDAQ
GC-A act: GC-A (human) enzyme activation; P16066; hit rate 0.14% among 370,000; AID 1671463; HEK293 GC-A cells, cGMP TR-FRET, EC30 ANP; 0% at EC30 ANP, 100% saturating ANP; activation, % at 10 µM; in the data active = activation above about 40%
rCAG RNA binder: molecules binding r(CAG) RNA repeats. r(CAG) RNA repeat, TO-PRO-1 dye displacement fluorescence. inhibition, % at 3 µM. hit rate 1.3% among 370,000. AID 651821;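 active = inhibition above the plate cutoff, the mean of all test compounds on that plate plus 3 SD, cut at about 35% in these data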;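 note: 0% = DMSO alone and 100% = 100 µM mitoxantrone as full dye displacement; higher means more dye released from RNA so lower well fluorescence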
NPR2 activator: GC-B (human) receptor activation. P20594. HEK293-GC-B cells, CNP EC30, cGMP TR-FRET; 0% at EC30 CNP, 100% saturating CNP. activation, % at 10 µM. hit rate 0.11% among 370,000. AID 1920062;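 active = activation at 10 µM reaching about 35% in either raw or pattern-adjusted values, limit read from the data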
mABHD4 FP: inhibitors of mouse ABHD4. inhibition, % at 8.92 µM. hit rate 0.54% among 370,000. purified mABHD4, FP-Rh probe fluorescence polarization;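 active = inhibition exceeding the mean over every tested compound plus 3 SD, cut at about 30% in these data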;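 note: 0% = plate median of compound wells and 100% = S159A mutant with DMSO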
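Material: mouse ABHD4 enzyme, wild type; Benchmarks: S159A mutant high control, sample median low control; Buffer or medium: HEPES pH 7.0, NaCl, Pluronic buffer; Signal: fluorescence polarization; Read-out: percent inhibition of probe binding, normalized to plate controls; Timing: pre-incubation 45 min, probe exposure 60 min, at 25 °C; Dosing: 8.92 µM, single dose.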
PG9 binder: small molecules binding HIV-1 gp120 antibody PG9; TR-FRET gp120-PG9 antibody binding; inhibition, % at 6.7 µM; hit rate 0.43% among 360,000; in the data active = inhibition above about 8.5%
ASAP1 inh: ASAP1 ArfGAP inhibition; ASAP1-stimulated ARF1 GTP hydrolysis, GDP FP detection; hit rate 0.19% among 360,000; inhibition, % at 16.5 µM; AID 624377; Q9ULH1; in the data active = inhibition above about 25%;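 note: 0% = vehicle with enzyme and substrate and 100% = no enzyme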
SMARCA2 activ: activators of SMARCA2 function. AID 652017. hit rate 1% among 370,000. MG213 cells, MMTV-luciferase reporter, dexamethasone, overnight. activation, % at 9.1 µM; in the data active = activation above about 7.8%;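 note: 0% = vehicle wells and 100% = reference activator wells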
HTRA1 inh: HTRA1 (human) protease inhibition | AID 504803 | hit rate 0.5% among 340,000 | recombinant HTRA1, FP-rhodamine activity-based probe, fluorescence polarization | Q92743 | inhibition, % at 5.96 µM; in the data active = inhibition above about 36%;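 note: 0% = enzyme with DMSO and 100% = wells lacking enzyme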
Target sequence (Q92743 whole entry, looked up): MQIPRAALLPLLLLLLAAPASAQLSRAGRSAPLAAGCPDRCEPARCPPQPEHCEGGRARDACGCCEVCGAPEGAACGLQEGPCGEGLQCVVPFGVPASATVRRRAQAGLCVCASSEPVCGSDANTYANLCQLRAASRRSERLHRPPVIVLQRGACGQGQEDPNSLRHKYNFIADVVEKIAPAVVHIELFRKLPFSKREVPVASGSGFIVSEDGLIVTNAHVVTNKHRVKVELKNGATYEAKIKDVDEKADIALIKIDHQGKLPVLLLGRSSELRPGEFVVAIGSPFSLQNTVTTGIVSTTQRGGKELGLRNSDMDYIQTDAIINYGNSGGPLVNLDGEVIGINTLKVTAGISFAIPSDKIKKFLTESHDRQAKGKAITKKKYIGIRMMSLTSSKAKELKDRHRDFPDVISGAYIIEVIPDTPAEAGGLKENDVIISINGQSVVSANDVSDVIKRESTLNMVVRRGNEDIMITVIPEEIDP
ARFGAP1 inhibitor: inhibitors of rat ARFGAP1; Q62848; Arfgap1-stimulated ARF1 GTP hydrolysis, GDP FP detection; inhibition, % at 16.5 µM; hit rate 0.26% among 360,000;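 active = inhibition above a per-plate limit, mean inhibition of low control wells plus 3 SD, cut at about 25% in these data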;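 note: 0% = DMSO wells with enzyme and 100% = wells lacking Arfgap1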
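Assay system: Rat Arfgap1 GAP domain (His6, aa 1-136), purified enzyme | Buffer or medium: HEPES 25 mM pH 7.5, NaCl 150 mM, MgCl2, DTT | Schedule: GTP hydrolysis reaction 2 h at 25 °C | Signal: FP of antibody-bound GDP Alexa 633 tracer, ex 620/em 688 nm | Measure: Percent inhibition of Arfgap1-stimulated GTP hydrolysis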
Active calls of the source: *; · = no result given. Rows are unselected; overall some 4.4% were active at least once.

SMILES | NR1D1 modulator | GC-A act | rCAG RNA binder | NPR2 activator | mABHD4 FP | PG9 binder | ASAP1 inh | SMARCA2 activ | HTRA1 inh | ARFGAP1 inhibitor
COCCN(C(=O)COC(=O)CSc1ccccc1)c1c(N)n(Cc2ccccc2)c(=O)[nH]c1=O | -1.8 | 2.4 | -3.4 | 9.1 | 0.8 | 1.7 | -5.5 | -2.6 | -3.0 | -7.1
O=C(CSc1nc(-c2ccccc2)nn1C(=O)c1ccccc1)Nc1cccc([N+](=O)[O-])c1 | 4.9 | 3.5 | 11.7 | -5.1 | -7.0 | -0.1 | 5.0 | -5.0 | -10.7 | -3.4
CN(C)NC(=S)Nc1ccc2nc(-c3ccccn3)c(-c3ccccn3)nc2c1 | 5.5 | -1.1 | -3.4 | -5.1 | 6.8 | -2.4 | 3.5 | 1.0 | 0.1 | 3.8
COc1ccc(Nc2ccc(Cl)nn2)cc1 | -1.4 | 2.6 | -2.5 | 0.7 | -1.7 | -1.4 | 7.9 | 0.8 | 4.4 | 4.8
C=CCNC(=O)CN1CCC(O)(c2ccc(F)cc2)CC1 | 1.2 | 2.4 | -0.5 | 4.9 | -3.3 | -1.6 | -2.8 | 3.7 | -0.8 | 8.2
C=CCn1c(C)nc2c(cnn2-c2ccccc2)c1=O | -3.5 | 0.5 | 10.5 | -5.8 | 4.1 | 0.6 | 1.4 | 0.1 | -0.9 | -7.5
CC(C)CCN1CCC(CN2C(=O)C(=O)NC[C@@H]2Cc2ccccc2)CC1 | -6.6 | 0.9 | -3.0 | 5.4 | 4.1 | 0.5 | 5.1 | -5.2 | -4.4 | -2.8
COCCNc1nc2cc(-c3ccccc3C)sc2c(=O)n1C | -3.1 | -1.1 | -0.4 | -12.6 | -12.1 | -1.8 | -1.0 | 4.0 | · | -0.1
COc1cccc(NC(=O)/C=C/c2ccco2)c1 | 1.5 | 0.5 | 2.3 | -0.1 | -1.4 | 2.6 | -2.8 | 3.4 | -13.5 | 5.1
COc1cccc(CNCCOCCO)c1OC | -1.4 | -5.8 | -1.0 | -11.4 | 7.6 | 1.3 | 6.5 | 0.8 | 1.9 | 0.7
CC(C)(C)C1=NN=C2c3ccccc3C(=O)C21 (centres undefined) | 2.3 | -7.9 | -1.6 | 2.2 | -8.4 | -0.1 | -5.4 | 3.5 | 1.9 | 2.3
COc1cc(COCC(O)CN2C(C)CCCC2C)cc(OC)c1OC (centres undefined) | -0.5 | 4.4 | 0.0 | 0.1 | 9.3 | 0.2 | -4.0 | -4.2 | -5.9 | 2.6
CC(C)=N/N=C1/NC(=O)C(c2ccc(Cl)cc2)S1 (centres undefined) | 0.0 | -1.0 | 19.3 | 1.6 | 1.6 | -2.4 | 16.3 | 2.5 | -4.0 | 0.1
CC1=C(C)CC(C(=O)Nc2ccc3c(c2)OCO3)C(C(=O)O)C1 (centres undefined) | -3.2 | 2.2 | -0.8 | -2.5 | 5.2 | -1.0 | -11.8 | -1.9 | 2.1 | -3.1
O=c1cnc2ccccc2n1Cc1ccccc1C(F)(F)F | -7.3 | -0.8 | -0.2 | 5.0 | 1.4 | -0.5 | 19.0 | 0.8 | -1.3 | 2.3
Cc1ccccc1NC(=O)NC1(C(=O)NCC2CCCO2)CCCCC1 (centres undefined) | 7.8 | 4.7 | -0.8 | -4.2 | -0.8 | 0.1 | -11.9 | -0.6 | 1.3 | 4.0
O=C(c1ccncc1)c1ccc(NC(=O)c2cccs2)cc1 | -2.2 | -0.8 | -1.9 | -2.9 | -3.1 | 1.5 | -8.0 | 3.9 | -2.2 | 0.4
CCOC(=O)Nc1ccc(Oc2ccccc2)cc1 | 4.0 | 3.4 | -1.5 | 8.0 | 4.2 | -1.2 | -11.6 | 2.8 | -12.6 | 7.2
CCCOc1ccc(N2CC(C(=O)Nc3ccccc3OC)CC2=O)cc1 (centres undefined) | 0.4 | 6.0 | 1.3 | 2.2 | 1.9 | -1.8 | 0.0 | 0.0 | -2.2 | -3.0
O=C(NCc1cccc(C(F)(F)F)c1)c1cccc(Cl)c1Cl | 0.8 | 0.1 | -5.0 | -1.4 | -5.3 | -1.1 | 16.5 | 1.8 | -10.6 | 0.3
Cc1ccc(NC(=O)c2ccc(OCc3c(C)noc3C)cc2)nc1 | -2.6 | 0.4 | -0.9 | 8.6 | 0.6 | 0.9 | -19.5 | 0.2 | -1.5 | 6.8
COc1ccccc1CNS(=O)(=O)c1cccc(S(=O)(=O)N2CCOCC2)c1 | 0.0 | -1.0 | -3.7 | -1.7 | -3.2 | 0.1 | 4.4 | -3.0 | -0.5 | 1.9
CCN(CC(=O)Nc1ccccc1C(F)(F)F)C(=O)CCc1nc2sc3c(c2c(=O)[nH]1)CCCC3 | 20.3* | -2.8 | 8.0 | 6.2 | -1.6 | 5.2 | -3.6 | -2.4 | -0.5 | 1.1
CCN1CCN(C(=O)/C=C/c2ccc(OC)cc2)CC1 | 2.0 | -0.9 | -3.6 | 0.6 | -1.7 | -0.2 | -8.1 | -2.0 | 3.1 | 1.4
COc1cccc(OCCNc2cc(Cl)ccc2[N+](=O)[O-])c1 | -2.0 | 3.5 | 1.2 | -6.2 | -8.7 | 1.1 | -7.3 | 1.2 | -48.1 | 5.5
CC1(C(=O)O)CCC(C(=O)Nc2ccc(F)cc2)C1(C)C (centres undefined) | 2.4 | -2.3 | -1.9 | -1.1 | 2.4 | -1.0 | -9.9 | -1.6 | -1.7 | 6.8
NC(=S)Nc1cccc(-c2n[nH]c(=S)o2)c1 | 2.1 | -0.1 | 0.2 | -1.5 | 5.2 | -1.9 | 7.3 | -1.7 | 6.7 | -1.8
CC(=O)C(/C=N/c1ncc(C(F)(F)F)cc1Cl)=C(\C)O | 4.1 | -6.3 | -3.5 | 1.1 | 2.1 | -0.3 | 9.5 | 1.1 | -2.5 | -5.7
CC1CN(Cc2cc(=O)[nH]c(C3CC3)n2)CC(C)O1 (centres undefined) | -8.4 | 0.7 | -2.2 | -0.3 | -0.6 | -1.1 | -5.3 | -1.6 | -6.5 | -1.4
CCc1cccc(C)c1NC(=O)COC(=O)CC1CCCC1 | 2.7 | 0.6 | -4.8 | -0.2 | 0.8 | -0.9 | -3.9 | -1.5 | 5.3 | 1.1
O=C(/C=C/c1cc2c(cc1Br)OCO2)NCc1ccc(F)cc1 | -2.8 | 3.0 | 1.9 | 2.0 | -9.2 | -1.6 | 2.3 | 0.2 | 2.0 | -13.9
CC(C)(C)C(=O)Nc1ccc(C(=O)COC(=O)c2ccccn2)cc1 | 1.1 | 4.0 | -1.0 | -0.5 | 1.2 | 0.0 | 19.7 | 2.9 | 0.5 | -9.8
CC1Cc2ccccc2N1CC(=O)Nc1ccc2c(c1)OCCCO2 (centres undefined) | 8.0 | 2.9 | 7.2 | 2.0 | 2.0 | -0.8 | 3.5 | 0.8 | -6.4 | 2.7
CC(C)(C)n1ncc2c(=O)n(CC(=O)c3ccc(Cl)cc3)cnc21 | 0.6 | -9.9 | 0.5 | 4.6 | -10.2 | 2.0 | 1.1 | 5.2 | -1.2 | 18.2
C1=C(c2ccccc2)CCN(c2ncnc3nc[nH]c23)C1 | -6.0 | 0.9 | 5.1 | 4.2 | 3.1 | 0.4 | 5.3 | 1.0 | 0.6 | 6.1
Oc1cccc(C=NN=C2c3ccccc3-c3ccccc32)c1 | -8.0 | -5.2 | 19.5 | -12.9 | -22.7 | -1.4 | 1.3 | 1.6 | -28.4 | 19.3
O=C(NCCN1CCOCC1)c1ccc(=O)n(Cc2ccc(Cl)cc2)c1 | -6.2 | 3.2 | -4.4 | 11.6 | 3.8 | -2.5 | 2.4 | -3.1 | 2.7 | -12.2
Cc1nc2c(C)cccn2c1/C(O)=C1\C(=O)C(=O)N(CCN(C)C)C1c1ccco1 (centres undefined) | -5.2 | 0.6 | 2.0 | 2.8 | 11.8 | -0.9 | 4.3 | 2.7 | 1.2 | -1.7
O=C(Nc1ccc2c(c1)OCO2)C1Cc2c(-c3ccccc3Oc3ccccc3)ccnc2O1 (centres undefined) | -5.4 | -2.9 | 4.6 | -5.4 | 11.1 | -4.1 | 4.3 | -8.4 | · | 11.8
Cc1ccc(NC(=O)CN2CCC(NC(=O)c3cccc(F)c3)CC2)cc1C | 0.0 | 0.9 | -7.3 | -1.6 | 2.5 | -1.1 | 13.8 | -0.8 | -11.9 | -6.4
CCn1ncc(/C=N\NC(=O)c2cc(-c3ccc(C)cc3C)nc3ccccc23)c1C | -1.3 | -1.5 | 1.6 | 6.6 | -5.0 | -1.1 | 2.5 | -4.5 | -8.2 | -8.2
CC(C)=C1Cc2ccccc2C1=O | -2.9 | 0.8 | 1.5 | -2.4 | -5.2 | -1.9 | 0.6 | -1.3 | -4.9 | 0.4
O=C(CCl)N(Cc1cc(=O)[nH]c2ccccc12)c1ccccc1 | -0.4 | -4.6 | 2.3 | 0.5 | 7.8 | -0.9 | 10.7 | -3.1 | 5.8 | 0.7
CC(C)Cc1ccc(-c2ccc3nccn3c2)cc1 | 7.4 | -9.1 | 6.4 | 1.0 | -4.6 | -0.6 | -11.7 | -6.2 | · | -10.5
COc1cc(O)c(NC(C)=O)c2nonc12 | 0.3 | -7.3 | -0.1 | -1.4 | 3.2 | -9.1 | -2.5 | 1.3 | 4.7 | 14.1
COc1ccc(-n2nnnc2C2c3ccccc3C(=O)N2C2CCN(Cc3ccccc3)CC2)cc1 (centres undefined) | -0.4 | -2.8 | 0.6 | 6.0 | 2.5 | 0.0 | 6.8 | -3.7 | · | -5.5
COc1ccc(S(=O)(=O)N2CCCC2CNC(=O)C(=O)NCc2ccccn2)cc1 (centres undefined) | 2.4 | 3.9 | 0.5 | -1.9 | -0.9 | 0.4 | -22.8 | 1.2 | -1.3 | -4.5
Nn1c(SCc2cccc3ccccc23)nnc1-c1ccco1 | 1.9 | 1.8 | 1.9 | -4.9 | 1.9 | -0.2 | -3.1 | -0.2 | -7.2 | -0.1
O=C(N=C1SC2CS(=O)(=O)CC2N1c1ccccc1C(F)(F)F)C1CCCO1 (centres undefined) | -0.6 | 0.7 | -2.8 | -3.8 | -0.5 | -1.8 | -2.9 | -1.3 | 2.5 | -0.8
CSCCC(NC(=O)c1ccco1)C(=O)NCCc1ccc(F)cc1 (centres undefined) | -5.3 | 2.6 | 0.6 | -3.9 | 1.3 | 0.0 | 5.4 | -0.9 | -1.0 | -2.9

Profiles, looked up by structure.
CCn1ncc(/C=N\NC(=O)c2cc(-c3ccc(C)cc3C)nc3ccccc23)c1C as listed: NR1D1 modulator: -1.3; GC-A act: -1.5; rCAG RNA binder: 1.6; NPR2 activator: 6.6; mABHD4 FP: -5.0; PG9 binder: -1.1; ASAP1 inh: 2.5; SMARCA2 activ: -4.5; HTRA1 inh: -8.2; ARFGAP1 inhibitor: -8.2
COc1ccc(S(=O)(=O)N2CCCC2CNC(=O)C(=O)NCc2ccccn2)cc1 (centres undefined) as listed: NR1D1 modulator: 2.4; GC-A act: 3.9; rCAG RNA binder: 0.5; NPR2 activator: -1.9; mABHD4 FP: -0.9; PG9 binder: 0.4; ASAP1 inh: -22.8; SMARCA2 activ: 1.2; HTRA1 inh: -1.3; ARFGAP1 inhibitor: -4.5
